# Pol kappa inh – qHTS for Inhibitors of Polymerase Kappa. DNA polymerase kappa (Homo sapiens), Q9UBT6. hit rate 0.53% among 400,000. AID 588579, 2011. purified Pol kappa, fluorescent DNA synthesis assay, 10 min. Potency, µM (titrated, usually from 107 µM), for the others: at the top dose activity, negative = inhibition, hits mostly inhibitors; further: on the % scale 0 is the no-effect control and ±100 the full control effect
#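 Here, compound and 10 nM enzyme are combined for 15 min at room temperature; adding 50 nM substrate (final) starts DNA synthesis, tracked by fluorescence at 0 and 10 min against buffer-only wells.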
# G9a inh – qHTS Assay for Inhibitors of Histone Lysine Methyltransferase G9a; Potency, µM (doses to about 102 µM), without a hit: at the highest dose activity, negative = inhibition, usual class: inhibitors; hit rate 8.8% among 350,000; G9a H3K9 monomethylation, AlphaScreen, 2 h; AID 504332, 2011; Histone-lysine N-methyltransferase EHMT2 (Homo sapiens), Q96KQ7; further: on the % scale 0 is the no-effect control and ±100 the full control effect; nearly all actives have a fitted effect of over 75% in size
#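 Enzyme 20 nM + cpd, 15 min RT; add b-H3K9 pep 500 nM / SAM 20 uM; 2 h RT; anti-H3K9me1 Ab 0.5 ug/mL + SA donor / anti-rabbit acceptor beads 20 ug/mL each, 10 min; AlphaScreen read.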
# Pol eta inh – qHTS for Inhibitors of Polymerase Eta | DNA polymerase eta (Homo sapiens), Q9Y253 | recombinant Pol eta, fluorescent DNA replication assay | Potency, µM (highest dose often 114 µM), for the others: at the top dose activity change, negative = inhibition, most hits filed as inhibitors | hit rate 1.2% among 390,000 | AID 588591, 2011; further: on the % scale 0 is the no-effect control and ±100 the full control effect
#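 Pol eta at 10 nM preincubated with compounds 15 min at room temperature; reaction started with fluorescent substrate (50 nM final) and read kinetically at 0 and 10 min.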
# BAZ2B inh – qHTS Assay for Inhibitors of BAZ2B | Bromodomain adjacent to zinc finger domain protein 2B (Homo sapiens), Q9UIF8 | AlphaScreen BAZ2B-H3K14Ac peptide displacement | Potency, µM (doses to about 114 µM), without a hit: top-dose activity change, negative = inhibition, most hits filed as inhibitors | hit rate 4.4% among 360,000 | AID 504333, 2011; further: on the % scale 0 is the no-effect control and ±100 the full control effect; nearly all actives have a fitted effect of over 60% in size
#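 AlphaScreen luminescence quantifies BAZ2B engagement of H3K14Ac peptide; the protein and biotinylated peptide are both at 50 nM final, buffer PBS pH 7.4 with 0.01% Tween-20, all steps at room temperature.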
# BLM helicase inh – qHTS Assay for Inhibitors of Bloom's syndrome helicase (BLM) | recombinant BLM DNA unwinding, fluorescence dequenching | Potency, µM (titrated, usually from 56.1 µM), for inactives: at the top dose activity change, negative = inhibition, hits mostly inhibitors | hit rate 0.2% among 350,000;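 further: plate controls were vehicle for no effect and no enzyme for full effect; nearly all actives have a fitted effect of over 35% in size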
# Pol beta inh – qHTS Assay for Inhibitors of DNA Polymerase Beta | hit rate 1.3% among 340,000 | Potency, µM (highest dose often 114 µM), inactives show top-dose activity change, negative = inhibition, actives largely listed as inhibitors | AID 485314, 2010 | P06746 | Pol beta primer extension/strand displacement, fluorescence kinetic; further: on the % scale 0 is the no-effect control and ±100 the full control effect
#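 Pol beta (10 nM) was preincubated with compound for 15 min at room temperature. The reaction was then started with 50 nM substrate and read immediately and after a further 10 min at room temperature.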
# Pol iota inh – qHTS for Inhibitors of Polymerase Iota; Pol iota fluorescent replication assay, 10 min; Potency, µM (doses to about 115 µM), without a hit: at the highest dose activity, negative = inhibition, hits mostly inhibitors; hit rate 1% among 390,000; AID 588590, 2011
# Target sequence (Q9UNA4 whole entry, looked up): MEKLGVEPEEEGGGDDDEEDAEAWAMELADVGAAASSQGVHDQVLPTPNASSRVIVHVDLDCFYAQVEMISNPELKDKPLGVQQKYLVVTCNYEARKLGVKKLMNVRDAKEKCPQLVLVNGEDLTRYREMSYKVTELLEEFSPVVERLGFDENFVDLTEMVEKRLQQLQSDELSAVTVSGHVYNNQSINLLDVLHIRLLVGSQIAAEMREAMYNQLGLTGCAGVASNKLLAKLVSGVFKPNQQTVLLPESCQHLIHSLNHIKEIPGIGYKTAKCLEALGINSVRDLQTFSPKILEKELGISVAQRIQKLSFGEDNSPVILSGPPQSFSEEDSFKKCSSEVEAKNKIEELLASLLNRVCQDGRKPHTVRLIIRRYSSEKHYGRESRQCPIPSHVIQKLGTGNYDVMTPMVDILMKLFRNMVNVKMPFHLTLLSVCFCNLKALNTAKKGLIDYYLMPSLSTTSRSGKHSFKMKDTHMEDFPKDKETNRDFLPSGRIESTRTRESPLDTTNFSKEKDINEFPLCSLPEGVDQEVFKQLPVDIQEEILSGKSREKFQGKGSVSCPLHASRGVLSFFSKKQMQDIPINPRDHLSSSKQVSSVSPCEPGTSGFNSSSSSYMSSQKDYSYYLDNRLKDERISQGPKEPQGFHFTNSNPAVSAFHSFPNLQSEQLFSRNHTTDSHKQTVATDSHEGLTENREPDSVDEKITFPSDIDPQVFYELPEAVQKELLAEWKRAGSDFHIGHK
#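 Fluorescent replication assay read twice, at 0 min and 10 min after adding 50 nM (final) substrate. Enzyme (10 nM) and compounds were first incubated 15 min at room temperature; enzyme-free buffer wells were negative controls.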
# APEX1 inh – qHTS Assay for Inhibitors of the Human Apurinic/apyrimidinic Endonuclease 1 (APE1). DNA repair nuclease/redox regulator APEX1 (Homo sapiens), P27695. recombinant APE1, TAMRA/BHQ-2 abasic DNA cleavage fluorescence. Potency, µM (top dose mostly 65.8 µM), for inactives: at the top dose activity change, negative = inhibition, usual class: inhibitors. hit rate 0.35% among 350,000;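 further: plate controls were vehicle for no effect and reference inhibitor for full effect; nearly all actives have a fitted effect of over 55% in size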
# Target sequence (P27695 whole entry, looked up): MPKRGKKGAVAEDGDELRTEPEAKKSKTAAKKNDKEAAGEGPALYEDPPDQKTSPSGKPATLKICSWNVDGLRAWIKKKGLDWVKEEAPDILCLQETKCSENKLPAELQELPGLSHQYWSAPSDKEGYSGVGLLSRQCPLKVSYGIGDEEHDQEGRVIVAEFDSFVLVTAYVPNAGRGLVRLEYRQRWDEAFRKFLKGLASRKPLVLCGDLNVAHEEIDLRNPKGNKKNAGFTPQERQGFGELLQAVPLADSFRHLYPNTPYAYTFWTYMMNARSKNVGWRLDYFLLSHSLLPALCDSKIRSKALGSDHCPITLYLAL
#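 Substrate: short duplex with […] THF abasic site, 5'-TAMRA and 3'-BHQ-2, 50 nM final. APE1 at 0.75 nM, preincubated 15 min RT with compound. Fluorescence increase from first to third read measured activity.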
# JMJD2A Tudor inh – qHTS Assay for Inhibitors of JMJD2A-Tudor Domain; AlphaScreen JMJD2A-Tudor / H3K4me3 peptide binding; Potency, µM (highest dose often 114 µM), without a hit: at the highest dose activity change, negative = inhibition, usual class: inhibitors; hit rate 4.4% among 390,000; AID 504339, 2011; further: on the % scale 0 is the no-effect control and ±100 the full control effect; nearly all actives have a fitted effect of over 50% in size
# Numbers without * were called inactive; ? = inconclusive; nt = not tested or not shown; [ ] = another dose, or the depositor's remark. The call rests on the fitted dose curve; in most records, active means well fitted curve in the direction sought with a large enough effect; inconclusive means small, poorly fitted or top-dose-only effect, or another doubt; inactive means no such curve, though single readings can be large; an effect the other way counts as inactive or inconclusive. Potency means the concentration at half of the fitted maximal effect.
Pol beta inh,Pol kappa inh,BLM helicase inh,Pol iota inh,G9a inh,JMJD2A Tudor inh,Pol eta inh,BAZ2B inh,APEX1 inh,SMILES
nt,9.4%,nt,34.5%,7.2%[2.33 µM],8.4%,-20.1%,2.2%,46.2%[activator],CCCn1c(SCC(=O)NC2CCC(C)CC2)n[nH]c1=O (configuration not stated)
50.5%,-23.2%,0.4%,-2.9%,-16.8%[59 µM],-10.9%,-3.0%,-1.7%,-11.9%,O=S(=O)(c1ccc(N2CCOCC2)nc1)N1CCOCC1
17.6%,-2.4%,0.6%,34.1%[activator],2.6%[59 µM],-5.0%,-10.6%,-25.6%,nt,CCc1nn(C(CC)C(=O)NCc2ccc(OC)c(OC)c2)c(=O)c2cc3oc(C)cc3n12 (configuration not stated)
4.4%,-22.4%,-2.5%,?,2.0%[59 µM],-18.5%,nt,-25.9%,nt,CC(C)Oc1ccc(CNC(=O)C2CCN(C(=O)c3sccc3-n3cccc3)CC2)cc1
nt,-2.5%,nt,16.1%,39.8µM*,-33.8%,-12.1%,-21.8%,18.3%,CC1Cc2ccccc2N1S(=O)(=O)c1cccc(C(=O)NCC(c2ccco2)N2CCCC2)c1 (configuration not stated)
-6.3%,7.6%,-4.0%,25.4%,-17.8%[59 µM],-10.5%,-18.5%,-17.9%,nt,CCC1CN(C(=O)N2CCC(C(=O)N3CCN(c4ccc(F)cc4)CC3)CC2)c2ccccc2O1 (configuration not stated)
-1.7%,-19.7%,-1.7%,7.1%,12.4%[59 µM],-23.9%,-4.3%,-4.4%,2.4%,O=C(Nc1ccccc1)C1=C[C@@H](c2coc3ccccc3c2=O)C[C@@H](OCCCCO)O1
-2.4%,-2.5%,-1.8%,-1.6%,3.4%[12.7 µM],-6.2%,-2.5%,-3.3%,2.7%,O=C(CC(SCCO)c1ccc2c(c1)OCO2)c1ccco1 (configuration not stated)
nt,1.3%,nt,46.0%[activator],-38.8%,0.7%,-16.0%,3.4%,-0.9%,CCN(c1ccccc1)S(=O)(=O)c1ccc(OC)c(NC(=O)c2c(C)noc2C)c1
?,-7.3%,-4.6%,?,6.6%,-9.7%,-3.0%,-18.9%,-5.3%,Cc1ccc(Cl)cc1N1CCN(S(=O)(=O)c2ccc3[nH]c(=O)ccc3c2)CC1
nt,5.9%,nt,26.5%,20.0%[12.7 µM],-0.3%,-24.6%,-0.9%,8.7%,CCOc1ccc(S(=O)(=O)NCCC(=O)NCC2COc3ccccc3O2)cc1 (configuration not stated)
nt,-2.2%,nt,?,nt,-30.2%,-11.6%,nt,nt,O=C(Cn1cc(COc2c(Br)cc(F)cc2Br)nn1)c1ccc(O)cc1
0.5%,-17.8%,1.1%,10.5%,-11.7%,1.9%[57.1 µM],8.3%,-25.0%[57.1 µM],-0.8%,Cc1cc2ccccc2nc1SCC(=O)Nc1nc(-c2ccccc2)cs1
23.4%,-9.6%,-0.7%,-10.3%,?,-6.3%,-6.0%,7.1%,2.9%,CCn1c(C)nnc1SCC(=O)Nc1ccccc1Cl
nt,-1.2%,nt,7.7%,nt,-20.3%,-7.9%,nt,nt,O=C(/C=C/c1ccccc1)Nc1cccc(C(=O)NCCCc2ccccc2)c1
-0.2%,-5.8%,0.3%,11.9%,-5.2%[12.7 µM],-10.4%,-8.6%,3.3%,-0.6%,CCn1c(COc2ccccc2C)nnc1SCC(=O)Nc1ccc2c(c1)OCCO2
5.3%,5.6%,-2.2%,10.1%,-9.5%,5.4%,-13.5%,8.8%,0.3%,COc1ccc(CC(=O)OCC(=O)NC(=O)NC(C)C)cc1
15.5%,-9.3%,-2.4%,9.4%,6.7%[59 µM],-25.8%,-7.2%,-13.7%,nt,Cc1cccc(CSc2nc(=O)c3c(n2C)NC(=O)CC3c2cccc(O)c2)c1 (configuration not stated)
2.7%,0.0%,-4.2%,5.1%,20.9%[59 µM],-10.7%,-12.7%,?,nt,COCCNC(=O)Cc1ccc(NC(=O)N2CCCCc3ccccc32)cc1
2.7%,6.0%,2.7%,60.5%[activator],4.2%,-18.6%,-6.1%,-12.2%,-2.5%,O=C1NCC(COc2cccc3ccccc23)O1 (configuration not stated)
28.7%,-5.1%,-2.8%,11.4%,-33.9%,-3.4%,9.5%,17.5%,47.4%[activator],O=C(CSc1nnc2c(n1)[nH]c1ccc(F)cc12)Nc1ccccc1F
nt,11.0%,nt,31.3%[activator],nt,-11.2%,-12.8%,nt,26.4%,COc1ccc(-c2ccc3c(c2)S(=O)(=O)c2cccc(C(=O)NCc4cccc(OC(F)(F)F)c4)c2C3=O)cc1OC
-5.1%,-23.7%,-2.0%,-2.4%,-21.7%[59 µM],-25.4%,0.2%,?,nt,COc1cc(NC(=O)N2CCSc3ccccc32)cc(OC)c1OC
nt,-9.5%,nt,38.7%[activator],16.6%[0.501 µM],-11.7%,-6.8%,2.9%,-0.1%,COc1ccc(OC)c(S(=O)(=O)NCC(c2ccc3c(c2)OCO3)N2CCOCC2)c1 (configuration not stated)
31.2%[activator],-7.9%,0.6%,8.4%,nt,-5.6%,4.6%,10.7%,24.2%,CN(C)S(=O)(=O)Oc1ccccc1C(=O)Nc1ccc(F)cc1
nt,-11.7%,nt,13.6%,1.5%[59 µM],-6.4%,-4.0%,-4.6%,-11.8%,O=C(CNS(=O)(=O)c1ccc(Cl)c(C(F)(F)F)c1)NC1CCCCC1
nt,-9.0%,nt,49.9%[activator],nt,-24.7%,-14.5%,nt,-8.7%,Cc1ccc(OC(C)C(=O)Nc2ccc(Cl)cn2)c([N+](=O)[O-])n1 (configuration not stated)
16.8%,-0.1%,-2.6%,1.8%,8.5%[59 µM],8.4%[11.4 µM],5.4%,-2.3%,0.9%,CCCc1cc(=O)[nH]c(SCC(=O)N(C)Cc2ccccc2)n1
?,-4.6%[60.1 µM],-3.6%,17.1%,-1.0%[12.7 µM],?,-11.4%,?,nt,CNC(=O)c1ccc(-c2nc(CN3CCc4ccccc43)c(C)o2)cc1
47.5%,-7.4%,1.0%,26.0%,14.1%[59 µM],-15.0%,-7.7%,5.9%,7.4%,CC1=C(C(=O)OC(C)(C)C)C(c2cccs2)NC(=O)N1 (configuration not stated)
?,-9.1%,2.2%,19.3%,-1.0%[59 µM],-5.0%,-10.6%,-1.9%,1.2%,CC1CCCCN1C(=O)c1cc(F)c(F)cc1Cl (configuration not stated)
14.8%,-6.7%[60.1 µM],-1.4%,22.6%,5.0%[59 µM],-14.0%,-14.4%,1.8%,nt,Cc1cccc(NC(=O)C2CCN(c3nc4ccccc4[nH]3)CC2)c1C
25.1%,-16.5%,-4.5%,15.7%,?,-10.4%,-4.2%,-4.8%,14.8%,CCOC(=O)C1CCN(C(=O)CN(c2ccc(OC)cc2)S(=O)(=O)c2c(C)nn(C)c2C)CC1
-23.3%,2.4%,1.8%,138.2%[activator],-28.1%,-1.5%,-11.5%,17.1%,4.3%,COc1ccc(Cc2nnc(NC(=O)c3cccs3)s2)cc1OC
-19.2%,2.0%,-4.8%,?,-42.2%[59 µM],50.1µM*,-7.3%,-30.7%,2.6%,COc1ccccc1NS(=O)(=O)c1cc(C(=O)NCc2ccco2)ccc1C
57.4%,-13.1%,-2.9%,40.8%[activator],nt,-12.4%,-6.1%,-2.6%,17.7%,CCc1ccc(/C=N/NC(=O)c2ccccn2)cc1
nt,4.4%,nt,22.2%,nt,-4.1%,-18.5%,nt,45.4%,CC1CCC2(CC1)NC(=O)N(CC(=O)N1CCOCC1)C2=O (configuration not stated)
-16.7%,5.5%,-1.2%,4.3%[58.9 µM],-42.3%[12.7 µM],-16.5%,-10.4%,1.6%,5.4%,CCC(=O)Nc1nnc(Cc2ccccc2)s1
14.0%,-32.5%,-3.4%,7.6%,-18.4%,?,-14.3%,?,-1.0%,COc1ccc(OC)c(CCNC(=O)c2cccc(NC(=O)C3=C(C)OCCS3)c2)c1
20.4%,8.8%,-9.0%,0.3%,?,-5.5%,-6.0%,-2.2%,-11.4%,O=C(NCCCN1CCOCC1)c1cc(-c2ccc3c(c2)OCO3)nc2ccccc12
nt,7.9%,nt,-14.9%,-0.9%[59 µM],7.8%,-9.1%,-5.0%,8.2%,O=C(COC(=O)c1ccccc1F)NC1CC1
21.3%,-7.9%,-1.0%,-9.8%,nt,-16.1%,-5.5%,4.9%,?,CS(=O)(=O)c1[nH]nc(-c2ccccc2)c1C#N
nt,-7.3%,nt,25.1%,-6.4%,-14.5%,-19.0%,0.3%,51.3%[activator],Cc1cccc(CC(=O)NC2CCS(=O)(=O)C2)c1 (configuration not stated)

# Single records (already shown). Screens in order: Pol beta inh	Pol kappa inh	BLM helicase inh	Pol iota inh	G9a inh	JMJD2A Tudor inh	Pol eta inh	BAZ2B inh	APEX1 inh
# `Cc1cccc(CC(=O)NC2CCS(=O)(=O)C2)c1` (configuration not stated) is entered as nt	-7.3%	nt	25.1%	-6.4%	-14.5%	-19.0%	0.3%	51.3%[activator]
# `CCC(=O)Nc1nnc(Cc2ccccc2)s1` is entered as -16.7%	5.5%	-1.2%	4.3%[58.9 µM]	-42.3%[12.7 µM]	-16.5%	-10.4%	1.6%	5.4%
# `O=C(COC(=O)c1ccccc1F)NC1CC1` is entered as nt	7.9%	nt	-14.9%	-0.9%[59 µM]	7.8%	-9.1%	-5.0%	8.2%
# `O=C(NCCCN1CCOCC1)c1cc(-c2ccc3c(c2)OCO3)nc2ccccc12` is entered as 20.4%	8.8%	-9.0%	0.3%	?	-5.5%	-6.0%	-2.2%	-11.4%

# An excerpt; rates above refer to the full screens.
